# Screens from PubChem.
# PriA SSB inh: K. pneumoniae PriA-SSBct interaction inhibition; AlphaScreen SSBct-PriA binding, biotinylated peptide; inhibition, % at 33 µM; 430,000 compounds, 0.6% hits; AID 1272365; in the data active means inhibition mostly above about 37%, no sharp cut-off; inactive means mostly below about 20%;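 further: plate controls were negative control peptide for no effect and reference peptide for full effect; strong numbers were not always called active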
# An asterisk follows results filed as active; + = active, no number; & = joins results of further samples. Not all compounds are listed, so the mix of outcomes need not match the whole.
SMILES,PriA SSB inh
CS(=O)(=O)N1CC(C(=O)Nc2ccc3c(c2)OCO3)C1,-2.0
CS(=O)(=O)c1cccc(-c2nnc(NC(=O)c3ccc(C(=O)c4ccccc4)cc3)o2)c1,-8.0
O=C(C[C@H]1C/C=C/C[C@H](NC(=O)OCC2c3ccccc3-c3ccccc32)C(=O)OC[C@@H]2CCCN2C1=O)N[C@H](CO)Cc1ccccc1,-0.9
Cc1cc(C)cc(NC(=O)Cn2cnc3c(sc4ccccc43)c2=O)c1,-11.0
COc1ccc(C2CC2C(=NOC(=O)c2cccs2)c2ccccc2)cc1 (configuration not stated),-18.9
Cc1ccc2nc(C)c(NC(=O)C(C)Oc3ccc4c(c3)OCO4)c(=O)n2c1 (configuration not stated),2.0
COc1ccc2nc(NC(N)=NC(=S)Nc3cccc(C)c3)nc(C)c2c1,9.2
CCOC(=O)N1CCc2c(sc(NC(=O)/C=C/c3ccccc3Cl)c2C#N)C1,-2.0
COc1ccc(C=NNc2ccc([N+](=O)[O-])cc2)cc1Cn1cc([N+](=O)[O-])cn1,-20.0
Cc1ccc(N(Cc2ccco2)S(=O)(=O)c2ccc(Br)cc2)cc1,-13.0
O=C(CCn1c(=O)sc2ccccc21)Nc1ccccc1F,-5.0
COC(=O)c1ccc(C2C(=C(O)c3ccc(OC)c(C)c3)C(=O)C(=O)N2c2cc(C)on2)cc1 (configuration not stated),-12.5
CCCn1cc(SCC(=O)NCCc2ccc(OC)c(OC)c2)c2ccccc21,-10.0
COc1ccc(C(C)=NNc2nc3ccccc3n3cnnc23)cc1OC,-9.0
CCC(=NO)c1cnnc(SC)n1,-3.3
COc1cccc(CSc2nc(CC(=O)Nc3ccc(C)c(Cl)c3)cc(=O)[nH]2)c1,-21.0
CS(=O)(=O)N1C2CCC1CC(NC(=O)NC1CCCC1)C2 (configuration not stated),-10.0
O=C(Nc1nc(-c2ccccn2)cs1)c1ccccn1,162.5*
COc1cccc(NC(=O)NCC[C@H](O)c2cc(C)oc2C)c1OC,-2.0
CC(C)(C)c1csc(CN2CCN(CC(=O)Nc3ccc4c(c3)OCO4)CC2)n1,-10.0&2.0
Cc1ccc(N2CC(NC(=O)NCc3ccccn3)CC2=O)cc1C (configuration not stated),4.0
Cc1nc2ccccn2c1C(=O)NN=Cc1ccccc1Cl,-8.8
Cc1ccc(C(N)=NOC(=O)N2c3ccccc3Sc3ccccc32)cc1,57.0*
COC(=O)c1cccc2c([N+](=O)[O-])ccc(C(=O)OC)c12,24.0
O=C(NCCc1c[nH]c2ccccc12)C1CCN(c2ccc(-c3ccco3)nn2)CC1,25.0
SMILES,PriA SSB inh
CCOc1ccc(C=NNc2ccccc2)cc1,-4.5
Cc1sc2nc(C)n(N=Cc3ccc(O)cc3)c(=O)c2c1C,-7.3
CN(C)c1ccc(C=NNC(=O)CN2CCCCC2)cc1Br,-6.7
COc1ccc(NC(=O)CSc2ccc(NC(C)=O)nn2)c(OC)c1,-15.0&-11.0
O=C(Nc1ccc(C(F)(F)F)cc1)N1CCC[C@H](Cc2nc(-c3ccccc3F)no2)C1,2.0
O=C(Nc1ccon1)c1cnn2c1OCCC2,-13.0
O=C(CC1Nc2ccccc2NC1=O)Nc1ccc(OC(F)(F)F)cc1 (configuration not stated),-11.0&14.0
CCOC(=O)c1nnn(C(CC)C(=O)Nc2cc(Cl)ccc2C)c1C(=O)OCC (configuration not stated),-11.0
COc1ccccc1CNC(=O)Cc1csc(NC(=O)C(C)(C)C)n1,-14.0
CCCn1c(C)csc1=NC(=S)Nc1ccccc1,2.4
O=C(NCCn1nc(-c2ccc(F)cc2)ccc1=O)c1ccc(S(=O)(=O)N2CCOCC2)cc1,-13.0
COc1ccc([C@H]2CCCCN(C(=O)Cn3cncn3)C2)cc1,-2.0
O=C(Cn1c(-c2ccncc2)nc2ccccc21)NCc1ccccc1,1.0
CC(=NNC(=O)c1ccc(C)cc1C)c1ccc(-n2ccnc2)cc1,-6.6
CC1CCC(C(C)C)C(OP(=O)(OC2CC(C)CCC2C(C)C)C(O)c2cccnc2)C1 (configuration not stated),8.0
Cc1cc(Cl)cc2sc(N(CC3CCCO3)C(=O)Cc3ccc4c(c3)OCO4)nc12 (configuration not stated),-15.0
O=C(NCCOc1ccc(F)cc1)c1ccc(S(=O)(=O)N2CCCC2)cc1,-20.0
COC(=O)N1CCc2ccc(Br)cc2[C@@H]1C(=O)Nc1ccc2c(c1)OCO2,10.0
COc1cc(N2CCN(S(=O)(=O)c3ccc(NC(C)=O)cc3)CC2)nc(C)n1,3.0
CCOc1ccc(C(=O)NCC(OC)c2ccsc2)cc1OCC (configuration not stated),-15.0
Cc1nn(C)c(C)c1S(=O)(=O)NCc1cc(C2CC2)n(C)n1,-3.0
COc1ccc(-c2csc(-c3ccccn3)n2)cc1,-52.0
CN(C)S(=O)(=O)N1CCc2ncncc2C1,-1.0
CCS(=O)(=O)c1ccccc1C(=O)Nc1nc2c(Br)cccc2s1,-17.0
O=C(CSc1nc2ccccc2o1)NCCCn1ccc2cccnc21,0.0

# Quoted from the results shown for reference:
SMILES,PriA SSB inh
CCOc1ccc(C=NNc2ccccc2)cc1,-4.5
Cc1sc2nc(C)n(N=Cc3ccc(O)cc3)c(=O)c2c1C,-7.3
CN(C)c1ccc(C=NNC(=O)CN2CCCCC2)cc1Br,-6.7
COc1ccc(NC(=O)CSc2ccc(NC(C)=O)nn2)c(OC)c1,-15.0&-11.0
O=C(Nc1ccc(C(F)(F)F)cc1)N1CCC[C@H](Cc2nc(-c3ccccc3F)no2)C1,2.0
O=C(Nc1ccon1)c1cnn2c1OCCC2,-13.0
O=C(CC1Nc2ccccc2NC1=O)Nc1ccc(OC(F)(F)F)cc1 (configuration not stated),-11.0&14.0

# Back to the main list with the 4 entries that preceded the break.
SMILES,PriA SSB inh
COc1ccc(-c2csc(-c3ccccn3)n2)cc1,-52.0
CN(C)S(=O)(=O)N1CCc2ncncc2C1,-1.0
CCS(=O)(=O)c1ccccc1C(=O)Nc1nc2c(Br)cccc2s1,-17.0
O=C(CSc1nc2ccccc2o1)NCCCn1ccc2cccnc21,0.0
COc1ccc(NN=C(C#N)S(=O)(=O)c2nsc(C)c2C#N)cc1,27.0
CCOC(=O)c1c(-c2ccc(C)o2)csc1NC(=O)CN1CC(C)OC(C)C1 (configuration not stated),8.0
CN(C)c1ccc(C(=O)Nc2nc3ccc(Br)cc3s2)cc1,2.0
O=C(CSc1cn(Cc2ccccc2Cl)c2ccccc12)Nc1ccccc1C(F)(F)F,-9.0
Cc1ccn(-c2ccc(N3CCN(C(=O)c4ccccc4Br)CC3)nn2)n1,-15.0&8.0
COc1ccc(/C=c2\c(=O)n(Cc3ccccc3)c3nc4c(c(=O)n(C)c(=O)n4C)n23)cc1OC,3.0
COc1ccc(CCNS(=O)(=O)c2cccc(C(F)(F)F)c2)cc1OC,0.0
Cc1cc(S(=O)(=O)NCC(c2ccsc2)N2CCOCC2)ccc1F (configuration not stated),-3.0
CCn1ccnc1N1CCN(C(=O)COc2ccc(Cl)cc2)CC1,10.0
COc1ccc(Cl)c2sc(N(Cc3ccccc3)C(=O)c3ccnn3C)nc12,-4.0
COc1cccc(Nc2cc(C)c(C#N)c3nc4ccccc4n23)c1,-16.0
CCc1ccc(C(=O)Cn2c(=O)n(Cc3ccncc3)c(=O)c3ncccc32)cc1,5.0
CC(=NNC(=O)c1nnn(-c2nonc2N)c1COc1ccccc1)c1ccc(O)cc1,-12.7
COCCNc1oc2c(c1-c1cccc([N+](=O)[O-])c1)c(=O)oc1ccc(C)cc12,1.0
O=C(c1ccccc1F)N1CCC(Oc2cccnn2)CC1,-17.0
O=C(c1csc2nc(-c3ccc(F)cc3)cn12)N1CCc2ccccc21,-9.0
O=C(Nc1nc(-c2ccccn2)cs1)c1ccc(Cl)c(S(=O)(=O)N2CCCCCC2)c1,51.6
N#Cc1cccnc1OC1CCN(C(=O)c2ccccc2Br)CC1,5.0
COCC(=O)Nc1cccc(N2CCCC2=O)c1,-1.0
Cc1ccc(/C(=N\Nc2nc3ccccc3s2)C2=C(O)c3ccccc3C2=O)cc1,13.0
Cc1cc(C(=O)N(Cc2ccco2)c2nc3ccccc3s2)on1,-4.0
COC(CNC(=O)c1cc2ccccc2s1)c1ccc(C)s1 (configuration not stated),-7.0
CCCCOCC(O)CNC(C)(C)CC(C)(C)C (configuration not stated),-16.0
COc1ccc(Cl)cc1NC(=O)CSc1nc(-c2ccco2)nc2c1c(=O)n(C)c(=O)n2C,-1.0
O=C(O)CN1C(=O)CC2(CSc3[nH]c(=O)sc3C2c2ccccc2O)C1=O (configuration not stated),-8.0
SMILES,PriA SSB inh
Cc1occc1C(=O)NN=Cc1cnn(C)c1C,-0.7
O=C(Nc1ccc2c(c1)N(S(=O)(=O)c1ccc(F)cc1)CCC2)Nc1cccs1,-16.0
C/C=C/C(=O)Nn1cnc2c(cnn2C(C)(C)C)c1=O,-2.0
CC(=O)c1ccc(Nc2ccnc3c(Cl)cccc23)cc1,-14.0
O=C(Cc1cn2ccsc2n1)Nc1cc(N2CCOCC2)ncn1,15.0
CCCc1nnsc1C(=O)N1CCc2c(cnc3cc(C)nn23)C1,-33.0
COc1ccc2nc(-n3nc(C)cc3NC(=O)c3cccs3)sc2c1,-12.0
O=C(NC1CC(O)C(CO)C1)c1cc2ccccc2o1 (configuration not stated),-27.0
O=C(O)c1ccc(N2CCCC2)cc1,4.0
CC(=NNC(=O)c1cccc(F)c1)c1ccc(Br)s1,-4.3
O=C(NCC1CCCO1)C(=O)Nc1ccc(F)cc1F (configuration not stated),-3.0
COc1ccc(C=NNC(=O)COc2ccc3ccccc3c2)c(C(=O)O)c1OC,4.3
Cc1sc2ncnc(SCC(=O)NCc3ccc4c(c3)OCO4)c2c1C,3.0&6.0
O=C(NCc1ccc(Cl)cc1)N1CC(N2C(=O)CCC2=O)C1,-13.0
CCOc1cc(C=Nn2c(COc3ccccc3)n[nH]c2=S)ccc1O,10.1
COc1ccc(-n2ccn(CC(=O)Nc3ccc(C)cc3)c2=O)cc1,-2.0
CN(CC#CCNS(=O)(=O)c1cccc(Cl)c1)Cc1ccccc1,9.0
Cc1ccc(C)c(NC(=S)NNc2nc(N3CCCC3)nc(N3CCCC3)n2)c1,18.0
COc1cc(Nc2ccc(NS(=O)(=O)c3ccc(NC(C)=O)cc3)cc2)nc(C)n1,1.0
O=C(CC1CCCCN1S(=O)(=O)c1ccccc1)NCc1ccco1 (configuration not stated),17.0
COc1ccc(C(F)(F)F)cc1NC(=O)CSc1ccc(NC(=O)C(C)C)nn1,-4.0
COc1ccc(Br)c(C(=O)N2CCC3(CC2)OCCS3)c1,-9.0
C=CCNC(=S)N=c1ccccn1CC,-15.6
Cc1cc(C)c(NC(=O)C(=O)NCC2CCN(Cc3cccs3)CC2)c(C)c1,-8.0
O=C(Cc1cccs1)NCc1nnnn1-c1ccc(F)c(F)c1,1.0

# Single values from the entries so far:
# Under PriA SSB inh, `C/C=C/C(=O)Nn1cnc2c(cnn2C(C)(C)C)c1=O` is entered as -2.0
# Under PriA SSB inh, `O=C(O)c1ccc(N2CCCC2)cc1` is entered as 4.0
# Under PriA SSB inh, `O=C(CC1Nc2ccccc2NC1=O)Nc1ccc(OC(F)(F)F)cc1` (configuration not stated) is entered as -11.0&14.0
# Under PriA SSB inh, `COC(=O)c1ccc(C2C(=C(O)c3ccc(OC)c(C)c3)C(=O)C(=O)N2c2cc(C)on2)cc1` (configuration not stated) is entered as -12.5
# Under PriA SSB inh, `CCOc1ccc(C=NNc2ccccc2)cc1` is entered as -4.5
# Under PriA SSB inh, `O=C(c1ccccc1F)N1CCC(Oc2cccnn2)CC1` is entered as -17.0
# Under PriA SSB inh, `O=C(Nc1nc(-c2ccccn2)cs1)c1ccc(Cl)c(S(=O)(=O)N2CCCCCC2)c1` is entered as 51.6

# Other records.
SMILES,PriA SSB inh
O=C(c1ccco1)N1CCN(c2cc(C(F)(F)F)ncn2)CC1,-1.0
O=C(Cc1ccc2c(c1)OCO2)N1CCCC(Oc2cccnn2)C1 (configuration not stated),-13.0
O=C(CSc1nnc(NC(=O)Nc2ccccc2)s1)NCc1ccco1,0.0
COc1ccc(F)cc1S(=O)(=O)NCCC1=CCCCC1,-28.0
CC(C)CS(=O)(=O)C1CCN(C(=O)Cn2ncccc2=O)CC1,-7.0
Cn1c(O)c(C=NNC(=O)c2cc3ccccc3cc2O)c2ccccc21,3.0
CCOc1ccc(-c2nc3n(n2)C(=O)CC(c2cccc(F)c2)S3)cc1OCC (configuration not stated),0.0
COc1ccccc1/C=C/C(=O)NCC(=O)NN=Cc1ccccc1,3.3
O=C(c1cc(-c2ccco2)[nH]n1)N1CCN(CCn2ccnc2-c2ccccc2)CC1,16.0
CCOC(=O)C1CCCN(C(=O)CS(=O)(=O)c2ccc3c(c2)S(=O)(=O)N=CN3)C1 (configuration not stated),-8.0
O=C(COc1ccc(Cl)cc1Cl)N(Cc1ccoc1)Cc1cccs1,-14.0
COc1ccc(C(=O)N2CCN(c3cc4c(nn3)CCCC4)CC2)cc1F,-4.0
C=CCN=c1scc(-c2ccc(C)cc2)n1/N=C/c1ccccn1,+
Cc1ccc(C=Nn2c(-c3cccnc3)n[nH]c2=S)o1,3.1
O=C(C1CCN(S(=O)(=O)N2CCCC2)CC1)N1CCSCC1,-15.0
CCOc1ccc(CC(=O)NN=C(C)c2cccnc2)cc1OCC,6.7
CCc1cc(=O)oc2cc(OCC(=O)N3C[C@H]4C[C@H](C3)c3cccc(=O)n3C4)ccc12,-7.2
Cc1cc2cc(CNC(=O)NC3CC(=O)N(c4ccccc4)C3)ccc2[nH]1 (configuration not stated),11.0
Cc1ccc(-n2c(C)cc(C=NNC(=O)c3ccncc3)c2C)cc1C,6.6
COc1cc(C(=O)N2CCN(CCN3C(=O)c4cccc5cccc(c45)C3=O)CC2)cc(OC)c1OC,-20.0&0.0
COC(CNC(=O)c1ccoc1)c1ccsc1 (configuration not stated),-4.0
CC(C)(C)CC(=O)NCC(c1cccs1)N1CCc2ccccc2C1 (configuration not stated),-19.0
O=C(Cn1cccc1)NCc1ccnc(-c2ccsc2)c1,7.0
COC(=O)c1ccc(C2C(=C(O)c3ccc(OC)cc3)C(=O)C(=O)N2c2cc(C)on2)cc1 (configuration not stated),-5.6
ClCc1nnc(-c2c[nH]c3ccccc23)o1,-15.0
CC(=O)N1CCC(CN2CCOCC2)CC1,2.0
Cc1ccc(S(=O)(=O)c2nnn(-c3cc(F)ccc3F)c2C)cc1C,-24.0
